IDE act = boosts human insulin-degrading enzyme activity in HEK cells | P14735 | FAbeta-B cleavage, fluorescence polarization; 0% vehicle, 100% cell-free pure enzyme wells | activation, % at 5.96 µM | 340,000 tested, 0.073% active;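 active = activation above the mean of all tested compounds plus 3 SD, set per screening campaign, cut at about 17% in these data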
VIM-2 inh = blocks Pseudomonas aeruginosa VIM-2 metallo-beta-lactamase. purified VIM-2, nitrocefin hydrolysis, epi-absorbance fluorescence. inhibition, % at 5.6 µM. 290,000 tested, 0.89% active. AID 1527;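 active = inhibition above the mean of all tested compounds plus 3 SD, cutoff set per screening run, cut at about 7.5% in these data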;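 note: red hydrolysis product quenches plate fluorescence so inhibitors raise well fluorescence; 0% = enzyme with DMSO and 100% = DMSO without enzyme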
PfM18AAP inh = blocks P. falciparum M18 aspartyl aminopeptidase; inhibition, % at 7.35 µM; 290,000 tested, 1.2% active; recombinant PfM18AAP, H-Glu-NHMec fluorogenic cleavage;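 active = inhibition above the campaign mean inhibition over all tested compounds plus 3 SD, cut at about 28% in these data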;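 note: 0% = plate median of test compound wells and 100% = 2 mM ZnCl2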
IMP-1 inh = inhibitors of Pseudomonas aeruginosa IMP-1 metallo-beta-lactamase. purified IMP-1, nitrocefin hydrolysis, epi-absorbance fluorescence. inhibition, % at 5.6 µM. 290,000 tested, 0.45% active. AID 1556;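 active = inhibition above the mean plus 3 SD of all compounds in the same screening run, cut at about 4.5% in these data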;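 note: 0% = IMP-1 with DMSO and 100% = DMSO wells lacking enzyme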
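assay system = purified recombinant IMP-1 metallo-beta-lactamase enzyme | schedule = 15 min preincubation plus 25 min reaction at 25 °C | signal = Epi-absorbance fluorescence, 480 nm excitation, 530 nm emission | read-out basis = percent inhibition from optical density relative to buffer-blank wells | controls = IMP-1 with DMSO as 0%, enzyme-free DMSO as 100%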
GPR7 antag = antagonists of human GPR7 (neuropeptides B/W receptor 1); P48145; GPR7-expressing cells, fluorescence antagonist assay; 290,000 tested, 1.1% active; AID 1861; inhibition, % at 4.4 µM; in the data active = inhibition above about 16%, passing the limit was not always enough;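 note: cells stimulated with the agonist NPW; 0% = agonist with vehicle and 100% = vehicle without agonist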
IDE cell inh = cellular human IDE inhibition; HEK cells, FAbetaB cleavage, fluorescence polarization; 320,000 tested, 0.41% active; AID 434962; P14735; inhibition, % at 5.59 µM;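 active = percent inhibition above the average of all tested compounds plus 3 SD, set per screening campaign, cut at about 16% in these data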;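 note: IDE supplied by intact live HEK cells; FP after avidin binding of uncleaved biotin substrate so inhibition keeps polarization high; 0% = DMSO wells and 100% = 60 µM reference IDE inhibitor Ii1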
NALP1 inh = blocks the NALP1 inflammasome reconstituted in yeast; inhibition, % at 10 µM; S. cerevisiae NALP1/ASC/caspase-1 growth, X-gal OD620, 72 h; 280,000 tested, 0.61% active; in the data active = inhibition mostly above about 24%, no sharp cut-off; inactive = mostly below about 32%; note: some compounds called inactive have numbers as strong as hits
PHOSPHO1 block = PHOSPHO1 (human) inhibition; Q8TCT1; recombinant PHOSPHO1, absorbance phosphatase assay; inhibition, % at 13.3 µM; 290,000 tested, 1.1% active; AID 1565; in the data active = inhibition above about 60%
pCIP destab = p/CIP protein destabilization | 290,000 tested, 0.01% active | decrease of EGFP signal, % at 10 µM | F442A p/CIP-EGFP cells, EGFP fluorescence, 16 h | AID 1984;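 active = EGFP signal decrease of at least 30% at 10 µM or well 3 SD below plate mean, unless failing retest; inactive = the rest, including hits failing retest or dose response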; note: some compounds called inactive have numbers as strong as hits; many of its hits are not listed in these tables
Numbers without * were called inactive; nt = not tested or not shown. No enrichment for hits; 5.3% or so of the library scored in one or more.

IDE act	SMILES	VIM-2 inh	PfM18AAP inh	IMP-1 inh	GPR7 antag	IDE cell inh	NALP1 inh	PHOSPHO1 block	pCIP destab
4	CCOc1ccccc1NC(=O)Cc1cccs1	-0.6	-5	-2.2	-9	-3	3	nt	-9
6	Cc1ccccc1C(=O)N1CCN(S(=O)(=O)c2ccccc2)CC1	-3.8	-1	-2.2	-10	1	6	26	0
-3	CCCc1cc(=O)oc2cc(OCC(=O)N3CCN(C(=O)C4COc5ccccc5O4)CC3)ccc12 (centres undefined)	-2.0	-9	-1.1	-8	3	11	22	-9
-1	Cc1sc2nc(C3CC3)nc(N3CCN(C(=O)c4ccccc4F)CC3)c2c1C	4.0	-6	-1.0	-8	-1	-6	-4	-5
7	Cc1ccsc1CN(C(=O)c1ccc([N+](=O)[O-])cc1)C1CCS(=O)(=O)C1 (centres undefined)	-1.3	-10	-0.9	-9	-5	14	18	-6
0	O=C(NCCc1ccccc1F)C1CCCN1S(=O)(=O)c1ccccc1 (centres undefined)	-1.4	-5	-4.3	-1	-4	14	16	-9
1	CC1(C)CC(=O)C2=C(C1)N(CC1CCCO1)C(=O)NC2(C(F)(F)F)C(F)(F)F (centres undefined)	-5.7	-3	-2.1	-11	-1	5	2	1
-4	CCOC(=O)COc1ccc(Br)cc1/C=C/c1[nH]c(=O)[nH]c(=O)c1[N+](=O)[O-]	-0.2	14	-2.2	-10	-4	7	20	-6
4	CCOc1ccc2[nH]c(=O)c(CN(Cc3ccco3)C(=O)c3cccc(F)c3)cc2c1	-2.4	-2	-4.5	0	4	5	1	-9
-1	CN1CCN(S(=O)(=O)c2ccc3c(c2)CC(=O)N3C)CC1	1.3	6	-2.0	-15	1	-9	32	4
5	CCCCCCCCNC(=O)c1cccnc1SCC(=O)Nc1ccc(OC)cc1OC	-5.0	-4	-3.7	-6	0	14	11	9
4	CCCCCc1n[nH]c2c1CCCC2	-2.0	-17	-0.2	6	5	29	16	-5
5	Cc1ccc(C(=O)CN(C(=O)c2ccc(Cl)c(Cl)c2)N2C(=O)C3C4C=CC(C4)C3C2=O)cc1 (centres undefined)	-0.6	6	-2.8	-11	-2	23	-24	-7
5	O=C(O)CCCC(=O)NNc1nc(-c2ccccc2)c2cc(Cl)ccc2n1	1.0	22	-1.6	-20	1	12	10	-7
1	CS(=O)Cc1cc(Oc2ccccc2)nc(-c2ccncc2)n1 (centres undefined)	-1.7	-14	-3.0	2	2	-3	20	6
5	Cc1nc(C(=O)NC2CCOCC2)sc1C1(C)CC(c2cccc([N+](=O)[O-])c2)=NO1 (centres undefined)	nt	nt	nt	nt	3	nt	34	-4
-3	CCOC(=O)c1ccc(NC(=O)c2nc[nH]c2C(=O)N2CCN(c3ccccc3)CC2)cc1	nt	nt	nt	nt	-10	nt	25	-19
7	O=C(Oc1ccccc1N1C(=O)C2CC=CCC2C1=O)c1ccc(Br)cc1 (centres undefined)	-0.1	6	-1.9	-4	-11	15	6	-1
3	O=C(NCc1nc2ccccc2[nH]1)C1=C[C@H](C2CC2)C[C@H](OCCCCO)O1	-1.3	0	-1.1	6	5	6	35	2
3	NS(=O)(=O)c1ccc(CCNC(=O)CCS(=O)(=O)c2ccc(Br)cc2)cc1	-0.6	-10	7.8*	-4	nt	17	15	3

By substructure, the compounds so far with bromine (three)
IDE act	SMILES	VIM-2 inh	PfM18AAP inh	IMP-1 inh	GPR7 antag	IDE cell inh	NALP1 inh	PHOSPHO1 block	pCIP destab
-4	CCOC(=O)COc1ccc(Br)cc1/C=C/c1[nH]c(=O)[nH]c(=O)c1[N+](=O)[O-]	-0.2	14	-2.2	-10	-4	7	20	-6
7	O=C(Oc1ccccc1N1C(=O)C2CC=CCC2C1=O)c1ccc(Br)cc1 (centres undefined)	-0.1	6	-1.9	-4	-11	15	6	-1
3	NS(=O)(=O)c1ccc(CCNC(=O)CCS(=O)(=O)c2ccc(Br)cc2)cc1	-0.6	-10	7.8*	-4	nt	17	15	3

By substructure, those above with a thiophene ring, fused or not
IDE act	SMILES	VIM-2 inh	PfM18AAP inh	IMP-1 inh	GPR7 antag	IDE cell inh	NALP1 inh	PHOSPHO1 block	pCIP destab
4	CCOc1ccccc1NC(=O)Cc1cccs1	-0.6	-5	-2.2	-9	-3	3	nt	-9
-1	Cc1sc2nc(C3CC3)nc(N3CCN(C(=O)c4ccccc4F)CC3)c2c1C	4.0	-6	-1.0	-8	-1	-6	-4	-5
7	Cc1ccsc1CN(C(=O)c1ccc([N+](=O)[O-])cc1)C1CCS(=O)(=O)C1 (centres undefined)	-1.3	-10	-0.9	-9	-5	14	18	-6

(listing goes on)
IDE act	SMILES	VIM-2 inh	PfM18AAP inh	IMP-1 inh	GPR7 antag	IDE cell inh	NALP1 inh	PHOSPHO1 block	pCIP destab
-2	COc1ccc2[nH]c3c(=O)n(Cc4ccc(C(=O)N5CCCC5)cc4)c(=S)[nH]c3c2c1	-4.4	-12	-5.7	-11	0	-3	4	10
5	O=c1[nH]c(N/N=C/c2ccccc2Br)nnc1-c1ccccc1	-1.1	1	-2.7	-15	5	6	6	-5
2	Cc1cc(C)c(C#N)c(SCc2ccccc2F)n1	0.3	-10	-1.6	4	-2	-1	6	-21
4	O=C(c1ccccc1Oc1ccc([N+](=O)[O-])cc1)N1CCOCC1	0.3	5	-2.1	-18	1	12	32	10
1	CC(=O)Oc1ccc(-c2cccc(C(=O)OCC(=O)N(C)c3ccccc3)c2)cc1	-0.6	-9	-0.8	2	-1	38	-3	-4
0	CC(C)C(=O)N1CCN(c2ccc(NC(=O)c3ccc(Br)o3)cc2)CC1	-0.4	-5	-2.4	-9	6	13	5	2
2	Cc1ccccc1N(CC(=O)N1CCc2ccccc2C1)S(C)(=O)=O	-2.8	0	-1.9	-16	2	6	31	-5

3 compounds already listed, arranged by the number in PHOSPHO1 block, low to high.
SMILES | IDE act | VIM-2 inh | PfM18AAP inh | IMP-1 inh | GPR7 antag | IDE cell inh | NALP1 inh | PHOSPHO1 block | pCIP destab
COc1ccc2[nH]c3c(=O)n(Cc4ccc(C(=O)N5CCCC5)cc4)c(=S)[nH]c3c2c1 | -2 | -4.4 | -12 | -5.7 | -11 | 0 | -3 | 4 | 10
CC(C)C(=O)N1CCN(c2ccc(NC(=O)c3ccc(Br)o3)cc2)CC1 | 0 | -0.4 | -5 | -2.4 | -9 | 6 | 13 | 5 | 2
Cc1ccccc1N(CC(=O)N1CCc2ccccc2C1)S(C)(=O)=O | 2 | -2.8 | 0 | -1.9 | -16 | 2 | 6 | 31 | -5

Source: PubChem
